Assay outcomes: PubChem, Sanford-Burnham Center for Chemical Genomics
ATG4B inhibitor: blocks human ATG4B protease cleavage of LC3 substrate; actives 0.51% (n = 340,000); inhibition, % at 8.33 µM; ATG4B cleavage of LC3-PLA2, NBD-HPC fluorescence, 1 h; AID 504462; in the data active means inhibition above about 40%
mIAP inh: blocks mouse intestinal alkaline phosphatase; purified mouse IAP, CDP-Star luminescence, 30 min; inhibition, % at 10 µM; actives 0.2% (n = 330,000);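 active means inhibition of at least 40% at 10 µM in the primary screen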;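 further: plate controls were DMSO with enzyme for no effect and no enzyme wells for full effect; values of inactives mirror those of a sister screen read the other way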
mIAP act: increases mouse intestinal alkaline phosphatase activity. activation factor at 10 µM. muIAP, CDP-Star luminescence, 30 min; stronger effect = higher value; 1 = vehicle-only enzyme signal, 0 = enzyme-free wells. actives 0.24% (n = 330,000);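 active means activation factor of at least 2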; further: the source names both 10 and 20 µM as test concentration; values of inactives mirror those of a sister screen read the other way
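also added = chemiluminescent substrate CDP-Star | test system = mouse IAP enzyme | signal = chemiluminescence readout | compound = DMSO-dissolved test compounds | incubation = 30 min at room temperature | benchmarks = DMSO wells, no-enzyme wells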
hIAP activ: increases human intestinal alkaline phosphatase activity | activation factor at 10 µM | purified human IAP, CDP-Star luminescence, 30 min; stronger effect = higher value; 1 = vehicle-only enzyme, 0 = enzyme-free background | P09923 | actives 0.16% (n = 330,000);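 active means activation factor of the enzyme at least 2-fold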; further: the source names both 10 and 20 µM as test concentration; values of inactives mirror those of a sister screen read the other way
Target sequence (P09923 whole entry, looked up): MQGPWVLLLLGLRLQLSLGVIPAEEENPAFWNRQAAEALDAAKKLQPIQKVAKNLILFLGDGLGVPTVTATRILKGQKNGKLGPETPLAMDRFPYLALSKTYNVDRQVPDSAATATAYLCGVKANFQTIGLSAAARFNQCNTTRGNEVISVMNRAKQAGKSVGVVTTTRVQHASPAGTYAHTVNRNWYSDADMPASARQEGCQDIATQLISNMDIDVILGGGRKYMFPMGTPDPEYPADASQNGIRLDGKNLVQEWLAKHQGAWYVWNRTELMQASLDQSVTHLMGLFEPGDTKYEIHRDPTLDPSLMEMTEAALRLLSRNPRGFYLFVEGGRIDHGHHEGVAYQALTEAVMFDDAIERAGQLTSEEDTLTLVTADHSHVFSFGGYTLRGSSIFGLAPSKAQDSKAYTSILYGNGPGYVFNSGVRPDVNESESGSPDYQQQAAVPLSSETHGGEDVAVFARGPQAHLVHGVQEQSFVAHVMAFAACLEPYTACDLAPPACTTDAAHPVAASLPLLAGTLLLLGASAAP
beta cell repl: inducers of beta-cell replication in MIN6 cells; MIN6 cells proliferation, ATPlite luminescence, 48 h; cells starved in 0.2% serum; 100% = growth in 10% serum; proliferation, % at 10 µM; actives 0.29% (n = 330,000); AID 2380;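 active means compounds whose signal lies at least 3.5 SD above the mean of all wells on their plate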;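 further: 0% = DMSO-treated cells in low-serum medium and 100% = 10% serum control; some compounds called inactive have numbers as strong as hits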
APOBEC3A inh: inhibitors of human APOBEC3A DNA deaminase | actives 0.41% (n = 330,000) | inhibition, % at 20 µM | recombinant A3A, FAM/TAMRA ssDNA deamination fluorescence;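 active means at least 40% inhibition at 20 µM here, with at most 30% in a related deaminase screen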;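 further: plate controls were A3A with DMSO for no effect and wells lacking A3A enzyme for full effect; some results filed as inactive read as strong as hits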
Target sequence (P31941 whole entry, looked up): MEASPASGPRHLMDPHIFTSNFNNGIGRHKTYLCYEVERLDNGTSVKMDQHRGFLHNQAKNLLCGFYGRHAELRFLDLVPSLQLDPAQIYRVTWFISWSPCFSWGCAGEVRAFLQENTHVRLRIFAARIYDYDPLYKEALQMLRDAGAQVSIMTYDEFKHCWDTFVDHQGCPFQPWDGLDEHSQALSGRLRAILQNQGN
hIAP block: human IAP inhibition; actives 0.12% (n = 330,000); P09923; purified IAP, CDP-Star luminescence, 30 min; AID 2544; inhibition, % at 10 µM;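 active means inhibition reaching a set limit with compound at 10 µM in the primary screen, cut at about 35% in these data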;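 further: plate controls were DMSO wells with enzyme for no effect and no-enzyme buffer wells for full effect; values of inactives mirror those of a sister screen read the other way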
A3G deaminase: blocks human APOBEC3G single-stranded DNA deamination. recombinant A3G, ssDNA deamination FAM/TAMRA fluorescence. inhibition, % at 20 µM. actives 0.28% (n = 330,000). AID 493012;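 active means inhibition of at least 40% at 20 µM, with no more than 30% in the related APOBEC3A deaminase screen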;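 further: plate controls were DMSO wells with A3G for no effect and wells lacking A3G enzyme for full effect; some compounds called inactive have numbers as strong as hits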
Target sequence (Q9HC16 whole entry, looked up): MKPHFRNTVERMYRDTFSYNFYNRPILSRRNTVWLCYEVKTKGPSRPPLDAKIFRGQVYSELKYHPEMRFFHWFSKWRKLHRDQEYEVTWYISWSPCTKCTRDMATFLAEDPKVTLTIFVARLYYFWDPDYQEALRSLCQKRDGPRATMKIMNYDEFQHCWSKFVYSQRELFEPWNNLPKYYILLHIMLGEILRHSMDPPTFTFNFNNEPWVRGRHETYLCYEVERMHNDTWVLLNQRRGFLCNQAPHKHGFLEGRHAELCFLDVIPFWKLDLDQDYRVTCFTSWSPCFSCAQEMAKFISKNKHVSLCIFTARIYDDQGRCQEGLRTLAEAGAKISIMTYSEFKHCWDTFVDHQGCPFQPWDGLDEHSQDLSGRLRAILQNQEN
MPTP inh: blocks calcium-induced mitochondrial swelling. isolated mouse mitochondria, Ca2+ swelling absorbance, 30 min. inhibition, % at 10 µM. actives 1.4% (n = 360,000). AID 602449;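 active means inhibition of 50% or more, scaled per plate between neutral and stimulator controls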;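 further: 0% = DMSO wells given calcium and 100% = 1 mM EGTA wells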
Numbers without * were called inactive; . = no result given; & = joins results of further samples.

SMILES | ATG4B inhibitor | mIAP inh | mIAP act | hIAP activ | beta cell repl | APOBEC3A inh | hIAP block | A3G deaminase | MPTP inh
CCOCCCN(C(=O)Cn1nnc(-c2ccc(C)o2)n1)C(C(=O)NCC1CCCO1)c1ccc(F)cc1 (stereo not drawn) | -6 | -2 | 1 | 0.98 | -3 | 3 | 2 | -3 | 1.7
O=C(C(=O)N1CCCC1CO)N1CCCC1CO (stereo not drawn) | 1 | 3 | 0.97 | 1.1 | -1 | 2 | -6 | -7 | -1.2
O=C(CCCCl)Nc1nc(-c2ccc3c(c2)OCCO3)cs1 | 10 | 2 | 0.97 | 0.98 | -1 | -4 | 2 | -10 | 1.9
Cc1cc(C)cc(CC(Cc2nc3ccccc3[nH]2)c2nc3ccccc3[nH]2)c1 (stereo not drawn) | -7 | -38 | 1.4 | 2.1* | -3 | -1 | -112 | -3 | 96*
N#Cc1cnn2c(-c3cccc(C(F)(F)F)c3)ccnc12 | -5 | 1 | 0.99 | 1 | 0 | 1 | 0 | -2 | 0.5
Cc1cc2cc(CNC(=O)Cc3ccc([N+](=O)[O-])cc3)ccc2[nH]1 | -1 | 12 | 0.88 | 0.92 | 0 | -5 | 8 | -3 | 1.6
N#C/C(=C\c1ccc(-c2cccc([N+](=O)[O-])c2)o1)c1nnc(N2CCOCC2)n1-c1ccccc1 | . | 15 | 0.85 | 0.84 | -2 | 0 | 16 | -5 | .
CCn1cc(CNC(=O)c2ccc(C)s2)cn1 | 7 | 2 | 0.97 | 1 | -4 | -2 | -4 | -7 | -0.9
CCCCc1cc(=O)oc2cc(C)cc(OCC(=O)Nc3ccccn3)c12 | -1 | 7 | 0.93 | 0.83 | -5 | -2 | 17 | 3 | 0.7
CC(C)c1cccc(C(C)C)c1NC(=O)CN1CCCC1 | -1 | -10 | 1.1 | 1.1 | -4 | -4 | -13 | -8 | -0.1
COc1ccccc1NS(=O)(=O)c1ccc(NN=C2CCCCC2)c([N+](=O)[O-])c1 | 0 | 18 | 0.82 | 0.84 | -1 | -4 | 16 | -7 | 45
Cc1cc(NC(=O)c2ccccc2Cl)ccc1NC(=O)c1ccccc1Cl | 6 | -1 | 1 | 1.1 | -3 | -5 | -7 | -6 | 4.4
Cc1nc(C)c(-c2csc(Nc3ccc(C(=O)O)c(O)c3)n2)s1 | 1 | 3 | 0.97 | 1 | -1 | -6 | -4 | -5 | -0.7
CCOc1cc(C2C(C#N)=C(N)SC(N)=C2C#N)ccc1OCCN1CCOCC1 | -14 | 22 | 0.78 | 1 | -3 | -4 | -1 | -6 | 2.0
COc1cc(CNCc2cccnc2)ccc1OCC(=O)NC(C)(C)C | -9 | 1 | 0.99 | 1.3 | 0 | -2 | -32 | -4 | 1.1
COc1cccc(OCC(O)CN2CCN(c3ccccc3)CC2)c1 (stereo not drawn) | -4&-4 | -2 | 1 | 0.99 | 2 | -2&-7 | -3 | -2&-7 | -0.2&-0.5
NC(=O)c1ccsc1NC(=O)c1coc2ccccc2c1=O | 12 | 2 | 0.98 | 0.98 | -5 | -3 | 2 | -4 | 3.3
CCOc1ccc(OCC)c(S(=O)(=O)NCc2ccc3c(c2)OCO3)c1 | -5 | -12 | 1.1 | 0.89 | -5 | -3 | 11 | 0 | -0.6
CN(C)S(=O)(=O)c1ccc(C(=O)Nc2ccc(S(=O)(=O)NC3=NCCCCC3)cc2)cc1 | 0 | 2 | 0.98 | 0.86 | -2 | 1 | 14 | 0 | -0.1
O=C(O)c1cccc(-n2cccc2/C=N/O)c1 | -12 | 10 | 0.9 | 0.96 | -2 | 94 | 4 | 50 | -1.1
CC(=O)NS(=O)(=O)c1ccc(NC(=O)c2ccc3c(c2)NC(=O)CS3)cc1 | -6 | -2 | 1 | 1.2 | -3 | -3 | -15 | -4 | 0.6
COc1ccccc1CCCNC(=O)C1CCC(=O)N(CCCN2CCCC2=O)C1 (stereo not drawn) | -5 | -14 | 1.1 | 1.1 | 0 | -8 | -8 | -8 | -1.1
COC(=O)Cc1csc(NCc2ccccc2)n1 | -4 | 8 | 0.92 | 0.96 | -1 | -3 | 4 | 5 | -0.1
COc1ccc(NC(=O)CCCC(=O)c2ccccc2)cc1OC | -6 | 0 | 1 | 0.79 | 2 | -2 | 21 | -4 | 0.6
O=C(OCc1cc(=O)n2ccsc2n1)c1ccccc1O | 7 | 7 | 0.93 | 1.2 | 0 | 5 | -15 | 6 | -1.4

Looked up one by one from the entries so far:
SMILES | ATG4B inhibitor | mIAP inh | mIAP act | hIAP activ | beta cell repl | APOBEC3A inh | hIAP block | A3G deaminase | MPTP inh
Cc1cc(NC(=O)c2ccccc2Cl)ccc1NC(=O)c1ccccc1Cl | 6 | -1 | 1 | 1.1 | -3 | -5 | -7 | -6 | 4.4
CCCCc1cc(=O)oc2cc(C)cc(OCC(=O)Nc3ccccn3)c12 | -1 | 7 | 0.93 | 0.83 | -5 | -2 | 17 | 3 | 0.7

Carrying on.
SMILES | ATG4B inhibitor | mIAP inh | mIAP act | hIAP activ | beta cell repl | APOBEC3A inh | hIAP block | A3G deaminase | MPTP inh
C(=NC12CN3CN(CN(C3)C1)C2)c1ccc2c(c1)OCO2 | -3 | 1 | 0.99 | 0.89 | 2 | -3 | 11 | -4 | -5.0
O=C(NCCS(=O)(=O)N1CCN(c2ccccc2)CC1)c1ccccc1F | -13 | -6 | 1.1 | 1 | 0 | 2 | 0 | -3 | -0.2
Cc1cccc(C)c1OCc1cc(C(=O)N(Cc2c(C)nn(C)c2C)C2CC2)no1 | 39 | 12 | 0.88 | 0.82 | 1 | -3 | 18 | -4 | 3.8
CCN(CC)CCCNc1nc(CN2CCOCC2)nc2sc3c(c12)CCC3 | -1 | 5 | 0.95 | 1.1 | -4 | 3 | -10 | -1 | -2.3
CC/C(=C/c1sc2ccc(C)cc2[n+]1CCCS(=O)(=O)[O-])SC | -3 | 5 | 0.95 | 0.84 | 3 | -5 | 16 | -6 | .
O=C(NCc1nnc(SCC(=O)N2CCCCCC2)o1)c1ccccc1F | -7 | 5 | 0.95 | 1.1 | 2 | -4 | -8 | -7 | -0.8
CCOC(=O)C1=C(COC(=O)c2cccc(Cl)c2)NC(=O)NC1C (stereo not drawn) | -14 | 6 | 0.94 | 1.2 | 0 | -4 | -23 | -5 | 1.0
COc1ccc(C(C(=O)NC2CCCC2)N(CC2CCCO2)C(=O)Cc2cccs2)cc1OC (stereo not drawn) | 9 | 2 | 0.97 | 1 | -1 | 1 | -4 | -2 | 0.3
CC(C)CSc1nc2c(c(=O)[nH]c(=O)n2C)n1CCc1ccccc1 | 2 | 0 | 1 | 0.99 | 4 | -3 | 1 | -8 | -2.0
Cc1cccc(C(=O)NC(=S)NC(C)c2ccccc2)c1 (stereo not drawn) | 37 | 6 | 0.94 | 0.92 | -4 | 1 | 8 | 0 | -0.5
O=C(N/N=C\c1ccccc1OCc1ccccc1)c1ccco1 | 4 | 6 | 0.94 | 1.2 | -1 | -3 | -22 | -6 | 2.1
CN(C)CCN(C(=O)c1ccc2ccccc2c1)c1nc2cc3c(cc2s1)OCCO3 | 0 | 6 | 0.94 | 1.2 | -2 | -3 | -18 | -7 | -0.3
CN(C)c1ccc(C(=O)N2CCCC(CCC(=O)N3CCN(c4ccccn4)CC3)C2)cc1 (stereo not drawn) | 7 | -3 | 1 | 0.87 | 3 | -3 | 13 | -10 | -0.1
O=P(c1ccccc1)(c1ccccc1)c1cc(Br)cc(Br)c1OCCO | 5 | -7 | 1.1 | 1 | -1 | 1 | -2 | -6 | 0.1
CCOc1ccc(NC(=O)CSc2nc(=O)n(Cc3ccccn3)c3c2CCC3)cc1 | 2 | 3 | 0.97 | 1.1 | 0 | -1 | -10 | -6 | -0.3
CN(C(=O)CSc1nnc(-c2cccc(F)c2)n1N)C1CCS(=O)(=O)C1 (stereo not drawn) | -1 | -8 | 1.1 | 1.1 | 1 | -3 | -10 | -14 | -1.1
O=c1[nH]c(CSc2nc3ccccc3s2)nc2cc(Cl)ccc12 | . | 8 | 0.92 | 1.2 | -6 | -7 | -16 | -7 | .
CCN(CC)c1ccc(/C=C(\C#N)c2ccccn2)cc1 | 2 | 18 | 0.82 | 0.96 | -6 | -3 | 4 | 23 | 3.6
Cc1ccc(S(=O)(=O)NCCc2nnc(SCc3cccnc3)n2C)cc1 | -3 | 5 | 0.95 | 0.95 | -4 | -4 | 5 | -9 | -1.2
COc1ccc(-c2nc3cc(C)ccn3c2NCc2ccc3c(c2)OCO3)cc1 | -9 | 10 | 0.9 | 0.84 | -5 | -1 | 16 | 0 | 7.3
CCC(CC)NC(=O)/C=C/c1ccccc1Cl | -5 | -14 | 1.1 | 1.1 | 0 | -3 | -11 | -7 | -0.3
CCC(=O)c1ccc(OCC(O)CN(CCc2ccccc2)Cc2ccccc2)cc1 (stereo not drawn) | -3 | -6 | 1.1 | 0.97 | -4 | -4 | 3 | -6 | 18
c1ccc(CN2CCN(c3cnc4ccccc4n3)CC2)cc1 | -4 | -6 | 1.1 | 0.94 | -2 | 1 | 6 | 0 | 1.6
Cc1ccc(S(=O)(=O)Nc2ccc(Oc3cccnc3)nc2)cc1 | 5 | -2 | 1 | 1 | -2 | 2 | -2 | 4 | 5.3
COC(=O)Cc1[nH]n(-c2nc3ccccc3s2)c(=O)c1C(C)=O | -1 | 3 | 0.97 | 1.2 | -3 | -2 | -16 | -5 | -8.1

More results follow:
SMILES | ATG4B inhibitor | mIAP inh | mIAP act | hIAP activ | beta cell repl | APOBEC3A inh | hIAP block | A3G deaminase | MPTP inh
CC(NC(=O)c1ccc(NC(=O)c2ccco2)cc1)c1ccccc1 (stereo not drawn) | 3 | 6 | 0.94 | 1 | -2 | -1 | -2 | -6 | -0.6
CCc1ccc(OCC(=O)Nc2ncc3c(n2)CC(C)(C)CC3=O)cc1 | 3 | -4 | 1 | 0.93 | -2 | -4 | 7 | 1 | -0.2
O=C(NCCCN1CCOCC1)c1cc(-c2ccccc2)nc2ccccc12 | 5 | 3 | 0.97 | 0.94 | -2 | -4 | 6 | -4 | -0.9
CCCn1cc(S(=O)(=O)c2ccccc2)c(=O)c2cc(OCC)ccc21 | -2 | -3 | 1 | 1.1 | -1 | -2 | -7 | -3 | -0.3
O=C(O)C(Cc1c[nH]c2ccccc12)NS(=O)(=O)c1ccc(Br)cc1 (stereo not drawn) | -7 | 9 | 0.91 | 0.95 | 1 | -5 | 5 | -5 | 0.9
COc1ccc([C@H]2CC(=O)C=C(c3cc4ccccc4s3)C2)cc1 | -2 | 11 | 0.89 | 0.95 | -5 | -1 | 5 | -8 | 3.6
O=C(NCc1n[nH]c(=S)n1-c1ccc(F)cc1)c1ccc(S(=O)(=O)N2CCCC2)cc1 | -13 | 2 | 0.98 | 0.81 | -3 | 0 | 20 | 28 | 0.3
COc1ccc(C)cc1-n1ccn(CC(=O)Nc2ccc(Br)cc2F)c(=O)c1=O | 3 | 0 | 1 | 0.97 | -3 | -2 | 2 | -10 | 0.4
CN(CC(=O)Nc1cccc(F)c1)C(=O)c1ccc(OCc2ccccc2)cc1 | -2 | -3 | 1 | 0.84 | 0 | -4 | 16 | -9 | -0.1
O=C(Nc1ccccc1)Nc1ccc(F)cc1F | -10 | -6 | 1.1 | 1.1 | -3 | -1 | -9 | -2 | 17
O=C(COC(=O)/C=C/c1ccc(F)cc1)Nc1ccc(S(=O)(=O)N2CCOCC2)cc1 | -17 | -5 | 1.1 | 1.1 | -5 | 1 | -12 | -1 | -1.0
Cc1cccc(N(C(=O)c2snc(C(N)=O)c2N)C(C(=O)NCC2CCCO2)c2ccc(N(C)C)cc2)c1 (stereo not drawn) | -1 | 0 | 0.99 | 0.95 | 2 | 2 | 5 | -4 | 0.4
COc1c2ccc(OCC/C(C)=C/C(=O)C=C(C)C)cc2nc2occc12 | 2 | 5 | 0.95 | 1 | -5 | -2 | 0 | 9 | -1.4
